# Screening results as filed in PubChem BioAssay.
# RGS4 inhibitor – Inhibitors of Regulator of G Protein Signaling (RGS) 4: qHTS | 390,000 tested, 0.039% active | Regulator of G-protein signaling 4 (Homo sapiens), P49798 | Potency, µM (titrated, usually from 114 µM), inactives show at the top dose activity change, negative = inhibition, hits mostly inhibitors | Transcreener GDP fluorescence polarization, RGS4-accelerated GTP hydrolysis; note: % is set by controls: 0 for no effect and ±100 for the full control effect; nearly all actives have a fitted effect of over 75% in size; some results filed as inactive show a strong effect at the top dose
#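 MLSMR compounds (23 nl, pin-transferred) preincubated 10 min at room temperature with a 500nM (2x) first reagent, then RGS4 at 900nM (2x) plus Transcreener GDP mix added; fluorescence polarization (620/688 nm) read before and after 90 min at 30 °C.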
# GLS inh – qHTS for Inhibitors of Glutaminase (GLS); GLS enzymatic activity, qHTS titration; Potency, µM (titrated, usually from 45.5 µM), for the others: top-dose activity change, negative = inhibition, hits mostly inhibitors; 410,000 tested, 0.21% active; note: % is set by controls: 0 for no effect and ±100 for the full control effect
#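 Coupled fluorescence readout: glutamate oxidase/HRP/Amplex Red detect glutamate formed by hKGA from L-glutamine (1 mM solution added). Buffer 45 mM KH2PO4 pH 8.2, 0.02% Tween-20; reads at t0 and 30 min RT.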
# HP1b binding inh – HTS for Inhibitors of HP1-beta Chromodomain Interactions with Methylated Histone Tails | Chromobox protein homolog 1 (Homo sapiens), P83916 | AlphaScreen HP1-beta / biotin-H3K9me3 peptide binding | Potency, µM (top dose mostly 114 µM), for the others: at the highest dose activity change, negative = inhibition, actives largely listed as inhibitors | 390,000 tested, 0.56% active; note: nearly all actives have a fitted effect of over 70% in size; inactives centre near 23
#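 HP1-beta protein (50 nM final) preincubated 30 min at room temperature with biotinylated H3(1-18)K9me3 peptide (50 nM) in PBS pH 7.4, 0.01% Tween-20, then compound added for 30 min. AlphaScreen streptavidin donor/nickel chelate acceptor beads (10 ug/mL final), 30 min dark, luminescence read.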
# Pin1 inh – qHTS Assay to Find Inhibitors of Pin1. Potency, µM (titrated, usually from 115 µM), for inactives: at the top dose activity, negative = inhibition, most hits filed as inhibitors. Peptidyl-prolyl cis-trans isomerase NIMA-interacting 1 (Homo sapiens), Q13526. 390,000 tested, 0.009% active. Pin1 FP peptide displacement, HiFluor488, 10 min; active = well fitted inhibition curve with a large enough effect in the polarisation, with a control signal flat, not every such curve was filed as active; inconclusive = small, poorly fitted or top-dose-only effect, or effect the other way, or a change in a side signal; inactive = no such curve, though single readings can be large or run the other way; the % refers to the polarisation; note: % is set by controls: 0 for no effect and ±100 for the full control effect
# ERG Ets-DNA blk – qHTS for Small Molecule Inhibitors of the ERG Ets/DNA interaction; fluorescence polarization, His-ERG Ets domain / labelled DNA; Potency, µM (top dose mostly 76.9 µM), inactives show at the top dose FP activity, negative = inhibition, usual class: inhibitors; 370,000 tested, 0.028% active; active = well fitted inhibition curve with a large enough effect in the polarisation, with a control signal flat; inconclusive = small, poorly fitted or top-dose-only effect, or effect the other way, or a change in a side signal; inactive = no such curve, though single readings can be large or run the other way; the % refers to the polarisation;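 note: polarization taken with two DNA probes labelled with fluorescein and Texas red; % of control where 0% means no effect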
#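 His-tagged ERG Ets domain (1 uM in the protein solution; 300mM KCl, 50mM Tris-HCl, 1mM EDTA, 1mM DTT, pH 7.5) received compound, then a probe mix of 5 nM fluorescein-DNA and 100nM Texas-615-DNA. Fluorescence polarization was read for both dyes.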
# 12-LOX inh – Primary qHTS assay for inhibitors of human arachidonate 12S-lipoxygenase (ALOX12): Round 2 | 580,000 tested, 1.1% active | Potency, µM (titrated, usually from 108 µM), inactives show at the top dose activity change, negative = inhibition, actives largely listed as inhibitors | Polyunsaturated fatty acid lipoxygenase ALOX12 (Homo sapiens), P18054 | purified 12hLO, xylenol orange hydroperoxide absorbance; note: % is set by controls: 0 for no effect and ±100 for the full control effect
#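 Purified human 12hLO (150 nM final) in 25 mM Hepes, 0.01% Triton X-100, pH 7.0 was preincubated 15 min at room temperature with compound. Then 40 uM arachidonic acid was added, 30 min. Hydroperoxide was read by Fe-XO absorbance ratio 573/405 nm.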
# rTrxR1 inhibitor – qHTS Assay for Inhibitors of Mammalian Selenoprotein Thioredoxin Reductase 1 (TrxR1): qHTS; Thioredoxin reductase 1, cytoplasmic (Rattus norvegicus), O89049; recombinant rTrxR1, NADPH fluorescence consumption, selenite substrate; Potency, µM (titrated, usually from 114 µM), for inactives: at the highest dose activity change, negative = inhibition, most hits filed as inhibitors; 390,000 tested, 1% active; AID 588453, 2011; note: % is set by controls: 0 for no effect and ±100 for the full control effect; nearly all actives have a fitted effect of over 65% in size
#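 Rat TrxR1 (90 nM in the dispensed reagent) was pre-reduced with 400 uM NADPH for 5 min at room temperature, then incubated with compound for 15 min. After 400 uM selenite was added, NADPH fluorescence (Ex 340/Em 450 nm) was followed for 8 min.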
# JMJD2A Tudor inh – qHTS Assay for Inhibitors of JMJD2A-Tudor Domain; Lysine-specific demethylase 4A (Homo sapiens), O75164; AlphaScreen JMJD2A-Tudor / H3K4me3 peptide binding; Potency, µM (titrated, usually from 114 µM), for the others: at the highest dose activity change, negative = inhibition, most hits filed as inhibitors; 390,000 tested, 4.4% active; AID 504339, 2011; note: % is set by controls: 0 for no effect and ±100 for the full control effect; nearly all actives have a fitted effect of over 50% in size
# Target sequence (O75164 whole entry, looked up, the tested form may be a part): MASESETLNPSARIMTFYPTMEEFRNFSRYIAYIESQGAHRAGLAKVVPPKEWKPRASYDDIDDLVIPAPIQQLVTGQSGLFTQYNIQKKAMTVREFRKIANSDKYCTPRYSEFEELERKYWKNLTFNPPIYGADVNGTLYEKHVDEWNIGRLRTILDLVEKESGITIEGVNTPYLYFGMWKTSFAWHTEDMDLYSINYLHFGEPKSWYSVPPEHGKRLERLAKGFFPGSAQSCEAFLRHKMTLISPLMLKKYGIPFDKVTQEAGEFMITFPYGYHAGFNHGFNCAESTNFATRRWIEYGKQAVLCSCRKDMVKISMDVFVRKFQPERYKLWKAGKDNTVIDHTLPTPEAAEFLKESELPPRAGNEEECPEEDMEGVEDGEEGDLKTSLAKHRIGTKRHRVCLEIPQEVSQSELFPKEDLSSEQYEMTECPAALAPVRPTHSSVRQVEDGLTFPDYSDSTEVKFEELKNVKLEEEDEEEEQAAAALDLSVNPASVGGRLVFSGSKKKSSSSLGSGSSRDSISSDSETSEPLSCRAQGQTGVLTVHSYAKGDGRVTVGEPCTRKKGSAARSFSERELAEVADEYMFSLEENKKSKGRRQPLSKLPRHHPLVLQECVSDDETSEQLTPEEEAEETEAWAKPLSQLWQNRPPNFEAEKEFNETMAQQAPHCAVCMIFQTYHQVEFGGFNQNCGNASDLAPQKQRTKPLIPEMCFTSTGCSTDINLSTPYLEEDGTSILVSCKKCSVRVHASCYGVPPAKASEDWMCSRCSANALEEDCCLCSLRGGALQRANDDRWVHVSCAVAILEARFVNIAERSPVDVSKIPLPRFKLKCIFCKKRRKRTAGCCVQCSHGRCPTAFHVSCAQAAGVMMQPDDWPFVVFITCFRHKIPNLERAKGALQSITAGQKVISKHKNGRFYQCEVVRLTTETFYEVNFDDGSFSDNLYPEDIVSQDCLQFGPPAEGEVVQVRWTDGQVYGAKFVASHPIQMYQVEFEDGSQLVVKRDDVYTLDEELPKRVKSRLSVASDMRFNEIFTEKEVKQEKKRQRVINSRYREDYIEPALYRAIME
# PGK inhibitor – qHTS Assay to Find Inhibitors of Phosphoglycerate Kinase. AID 602233, 2012. PGK/GAPDH coupled, Kinase-Glo luminescence, 60 min. Phosphoglycerate kinase, glycosomal (Trypanosoma brucei brucei), P07378. Potency, µM (highest dose often 57.5 µM), for inactives: at the top dose activity change, negative = inhibition, usual class: inhibitors. 380,000 tested, 0.043% active; note: % is set by controls: 0 for no effect and ±100 for the full control effect; nearly all actives have a fitted effect of over 60% in size
#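 Recombinant glycosomal PGK reaction used 1,3-bisphosphoglycerate generated in-well by GAPDH (100nM final) in 100mM TEA pH 7.6, 5mM MgCl2, 0.01% Tween-20. After 60 minutes at room temperature, ATP was read by Kinase-Glo Plus luminescence end-point.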
# * marks the source's active call; other numbers are inactive results; i = inactive; ? = inconclusive; . = no result given; & = joins results of further samples; [ ] = remark or other dose. Unless noted, calls come from the whole dose curve; as a rule, active = well fitted curve in the direction sought with a large enough effect; inconclusive = small, poorly fitted or top-dose-only effect, or another doubt; inactive = no such curve, though single readings can be large; an effect the other way counts as inactive or inconclusive. Potency is the fitted concentration of half-maximal effect. Only part of the results is shown. The share of hits here may be higher or lower than overall.
SMILES,RGS4 inhibitor,GLS inh,HP1b binding inh,Pin1 inh,ERG Ets-DNA blk,12-LOX inh,rTrxR1 inhibitor,JMJD2A Tudor inh,PGK inhibitor
O=[N+]([O-])c1cc(Br)cc(/C=N/n2cnnc2)c1O,0%,1%,-12%,9%,0%,?,-4%[57.1 µM],-34%,-4%
COc1ccc(C2C(C(=O)NCc3cccnc3)c3cc(OC)c(OC)cc3C(=O)N2C)cc1 (stereo not given),13%,-1%,42%[activator],-9%,-8%,-19%,3%[57.1 µM],-5%,-6%
CCc1nn(CCCC(=O)NC(C)c2ccccc2)c(=O)c2cc3occc3n12 (stereo not given),-7%&12%,-7%&2%,31%&32%,-12%&-2%,1%&0%,?,11%&-6%,-17%&2%,-4%
Oc1ccc(C[C@H]2CNC(=S)N2CC2CCCN2C[C@H](Cc2ccc(O)cc2)N2C[C@H](Cc3ccccc3)N(CC3CCCCC3)C2=S)cc1 (stereo not given in full),-23%,0%,33%,2%,13%,?,14%,?,-4%
COc1cc2c(cc1NC(=O)C(C)Sc1cccc[n+]1[O-])oc1ccccc12 (stereo not given),-2%,-1%,19%,-2%,1%,-21%,12%,-21%,i
CCOC(=O)C1CCN(C(=O)COc2ccc([N+](=O)[O-])cc2)CC1,-6%,1%,8%,-8%,0%,-1%,-16%,-17%,-7%
CCc1nnc(NC(=O)CSc2nnc(CNc3ccc(F)cc3)n2C2CCCCC2)s1,10%,17%,19%,2%,-5%,-6%,-9%,-8%,6%
O=C(CSc1nnc(-c2ccccc2)n1-c1ccc(Cl)cc1)NC1CCS(=O)(=O)C1 (stereo not given),30%,8%,8%,3%,-10%,-21%,6%,-11%,0%
CCOc1ccc(C(=O)NCc2ccccc2OC)cc1,8%,1%,23%,-1%,5%,?,-6%,-7%,1%
COc1cc(OC)cc(C(=O)N2c3ccc(F)cc3CCC2C)c1 (stereo not given),-38%,-3%,61%[activator],5%,1%,0%[57.4 µM],-2%,9%,-5%
COC(=O)C/C(N)=C(\C#N)C(=O)OC,5%,-3%,28%,4%,-7%,0%,14%,-7%,-6%
CCC(C)n1c(OC)nc2c1c(=O)n(C)c(=O)n2C (stereo not given),?,0%,-14%,-6%,2%,27%,1%[11.4 µM],11µM*,-6%
CCCn1ncc(CN2CCN(Cc3ccsc3)C(CCO)C2)c1C (stereo not given),-1%,11%,24%,1%,1%,-8%,10%,-8%,-5%
Nc1cc(=O)[nH]c(SCC(=O)Nc2ccc([N+](=O)[O-])cc2)n1,6%[11.4 µM],8%,7%,-10%,0%,-2%,29%,-5%[11.4 µM],i
Cc1nc(N2CCN(S(=O)(=O)c3ccc(F)cc3)CC2)c2c(-c3cccs3)csc2n1,22%,2%,18%,48%[activator],-10%,-3%,11%[57.1 µM],-26%,3%
O=C(NCc1ccco1)C(=O)c1cn(CC(=O)N2CCCC2)c2ccccc12,-18%,0%,24%,-2%,-1%,-6%,17%[57.1 µM],-12%,-4%
CC(=O)c1cccc(NC2c3ccccc3C(=O)N2Cc2ccco2)c1 (stereo not given),20%[56.9 µM],3%,48%[activator],3%,0%,8%,?,-23%,5%
Cc1ccc(NC(=O)c2ccc(S(=O)(=O)NCC3CCCO3)cc2)cc1 (stereo not given),20%,-7%,37%[activator],-3%,.,12%,26%,-13%,.
N#C/C(=C\c1ccc(O)c(Br)c1)C(=O)NCc1ccccc1,20%,9%,31%,0%,9%,?,-3%,-3%,-4%
O=C(CCn1nc(-c2ccc(Cl)cc2)ccc1=O)NCCCN1CCCCCC1,-47%,-4%,-15%,-2%,-3%,-14%,?,?,3%
Clc1ccc(Cn2ncc3c(N4CCCCC4)ncnc32)cc1,-21%,-9%,81%[activator],-1%,2%,14%,9%[57.1 µM],20%,-7%
CC(=O)c1c(C)[nH]c(C(=O)CSc2nnc(-c3ccccc3)n2Cc2ccc3c(c2)OCO3)c1C,26%,1%,32%,26%,5%,34%[activator],7%[57.1 µM],-27%,-2%
CCOC(=O)c1[nH]c2c(c1Cc1ccccc1)C(=O)CC(c1ccc(Cl)cc1)C2 (stereo not given),19%,-3%,21%,35%[activator],6%,-22%,19%,-20%,-5%
COc1ccc(C(=O)/C=C/Nc2ccccn2)cc1,-9%,6%,28%,?,-1%,12%,-3%,2%,.
COc1ccc(-n2ccn(Cc3ccccc3Cl)c(=O)c2=O)cc1OC,-21%,-3%,22%,-1%,4%,-28%,24%,-2%,-6%
CC(C)(C)c1cc(C2COC(=O)COCCOCC(=O)OCCOCCO2)cc(C(C)(C)C)c1O (stereo not given),-24%,13%,37%,0%,.,-21%,?,0%,-3%
Cc1cc(SCC(=O)Nc2cccnc2Cl)nc2ccccc12,-17%,-17%,36%[activator],-6%,24%,?,7%[57.1 µM],-5%,-1%
Cc1cccc(NS(=O)(=O)c2ccc3nc(-c4ccccc4)[nH]c3c2)c1C,15%&12%,0%&10%,38%&17%,4%&4%,-3%&4%,-5%&-12%,-6%,-18%&-3%,7%&4%
Cc1ccc(S(=O)(=O)N2CCN(CC(O)COc3ccccc3)CC2)cc1 (stereo not given),15%,2%,-3%,-2%,-6%,1%,13%[57.1 µM],-5%,-4%
Cc1c(/C=N/NC(=O)CNc2ccccc2)c2ccccn2c1C(=O)c1ccccc1,19%,21%,-17%,?,18%,1%,-11%,?,-12%
O=S(=O)(Nc1nccs1)c1ccc(Cl)cc1,9%,4%,23%,0%,8%,-27%,16%,-4%,-3%
Cc1ccc(NC(=O)CSc2nn(-c3ccc(Cl)cc3)c(=S)s2)cc1S(=O)(=O)N(C)C,-23%,1%,7%,53%[activator],1%,-7%,-15%,-23%,i
O=C(CCN1C(=O)S/C(=C\c2cccs2)C1=O)NC1=NCCS1,-51%,3%,11%,36%[activator],0%,-13%,-4%,-18%,-5%
O=C(CCSCCc1ccccn1)Nc1ccc(Cl)cn1,26%,1%,26%,-6%,8%,2%,19%,-9%,1%
Cc1cccc2c3c([nH]c12)CCNC3,?,-6%,-10%,-2%,-18%,0%,5%[57.1 µM],?,-1%
Cc1ccc2nc(-c3ccccc3)c(-c3ccccc3)nc2c1,1%,3%,117%[activator],3%,16%,-1%,20%,72%[activator],-6%
CCOC(=O)N1CCC(NC(=O)c2cc(C(=O)NC3CCCC3)ccc2CO)CC1,12%,-5%,23%,-3%,0%,16%,19%[57.1 µM],-6%,-2%
COc1ccc(F)cc1C(=O)C1CCCN(C(=O)c2ocnc2C)C1 (stereo not given),41%,31%,37%[activator],-3%,-4%,-5%,12%,-19%,1%
Cn1c(CNC(=O)c2ccco2)nnc1SCCOc1ccccc1,-19%,-3%,23%,-10%,2%,3%,14%[0.0914 µM],-20%,-11%
N#Cc1ccc(CSc2nnc3ccccn23)cc1,-5%,-4%,43%[activator],-7%,-1%,-4%,34%,-8%,-7%
COc1ccc2[nH]c3ccc(OC)cc3c2c1,-2%,-13%,1%,-4%,11%,-11%,-14%,-32%,-8%
CCOc1cc(C2C(C(=O)N3CCCCC3)=C(C)NC3=C2C(=O)CC(C)(C)C3)ccc1O (stereo not given),3%,3%,-4%,-1%,2%,-23%,-14%,-4%,-2%
CCOc1ccccc1CNC(=O)c1ccc(-n2c(C)cc3c2CCC(C)C3)cc1 (stereo not given),15%,0%,18%,10%,5%,-15%,-7%,-22%,-2%
Cc1ccc(Cl)cc1N1CCN(S(=O)(=O)c2c(C)noc2C)CC1,0%,0%,33%[activator],1%,-10%,15%,40%[activator],-6%,-5%
COC(=O)CSC1=C(C#N)C(c2ccccc2)CC(=O)N1 (stereo not given),-5%,0%,31%,4%,.,18%,-4%[2.29 µM],-11%,.
Cc1ccc(S(=O)(=O)N2CCN(c3ccnc(-c4cccs4)n3)CC2)cc1,-2%,.,20%,-9%,.,.,-9%,-30%,.
COc1ccc(S(=O)(=O)CCC(=O)N(C)c2ccc(OC)cc2OC)cc1,-8%,-9%,64%[activator],2%,1%,19%,12%,-15%,-7%

# An excerpt of these results, with values under each structure:
# Fields: RGS4 inhibitor	GLS inh	HP1b binding inh	Pin1 inh	ERG Ets-DNA blk	12-LOX inh	rTrxR1 inhibitor	JMJD2A Tudor inh	PGK inhibitor
> COc1ccc(S(=O)(=O)CCC(=O)N(C)c2ccc(OC)cc2OC)cc1
  -8%	-9%	64%[activator]	2%	1%	19%	12%	-15%	-7%
> COc1ccc(F)cc1C(=O)C1CCCN(C(=O)c2ocnc2C)C1 (stereo not given)
  41%	31%	37%[activator]	-3%	-4%	-5%	12%	-19%	1%
